# Bioassay records as filed in PubChem BioAssay.
# TNAP activators – stimulation of alkaline phosphatase TNAP activity – biochemical, luminescent, no phosphate acceptor, uHTS, primary screen (AID 1001) | purified TNAP, luminescent activation assay, no phosphate acceptor; higher activation fold means a stronger effect | one-dose activation fold at 20 µM; EC50 in µM for titrated hits | actives 0.03% (n = 200,000); in the data active = activation fold from about 3, or a potency from the dose series; inactive = the rest, 99 in 100 with activation fold below about 1.6; also: many of its hits are not listed in these tables
# Myeloid diff 2 – compounds promoting myeloid differentiation; ER-HoxA9 myeloid progenitors, lysozyme-GFP differentiation, flow cytometry; actives 1% (n = 360,000); AID 624256; calls only at 10 µM;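 active = normalized GFP-positive differentiation at or above the plate's own cutoff, the solvent-only control mean plus 3 SD; inconclusive = no clear call, values can overlap the other calls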;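 also: cells exposed to compound for four days before flow analysis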
# bCat nuc transl – modulators of beta-catenin nuclear translocation. actives 0.3% (n = 190,000). nuclear translocation activity, % at 5 µM. HeLa beta-catenin nuclear translocation, immunofluorescence imaging. AID 1665;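 active = nuclear translocation activity above 50% at 5 µM, with a well cell count of 50 or more; inconclusive = wells under 50 cells across six images, flagged as toxic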;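 also: per-cell ratio of nuclear to cytoplasmic median beta-catenin stain intensity; plate controls were DMSO negative control for no effect and GSK-3 inhibitor IX positive control for full effect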
#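 assay system = human HeLa cells, endogenous beta-catenin | times = compound treatment 24 h, 37°C, 5% CO2 | detection = Anti-beta-catenin immunofluorescence on PFA-fixed, Triton-permeabilized cells, DAPI nuclei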
# Dynein cargo inh – blocks dynein driven cargo transport along microtubules; 3617.4 mouse cells, GR-EGFP nuclear translocation imaging; test concentration mostly 20 µM; stimulated with dexamethasone, 1 µM; hits give low values; z-score, hits read low; actives 0.47% (n = 220,000);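 active = plate z-score of nuclear minus cytoplasmic receptor signal below a set negative limit, without overly bright fluorescence or cell loss, cut at about -3.5 in these data, passing the limit was not always enough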;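 also: z-score of nuclear minus cytoplasmic ring GR-EGFP intensity difference per well; some compounds called inactive have numbers as strong as hits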
#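 Buffer or medium: tet-free, stripped-serum medium; reagent: dexamethasone at 1.0 µM final, 30 min; incubation: 48 h induction, 1 h compound, 30 min dex at 37 °C; measured by: formaldehyde fixation, Hoechst nuclear stain, 10x automated fluorescence imaging; read-out: nuclear-to-cytoplasmic GR-EGFP distribution per well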
# Ins promoter up – MIN6 insulin promoter up-regulation. MIN6 insulin promoter-GFP reporter, high-content imaging; hits give high values. z-score at 5 µM. actives 0.3% (n = 190,000);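 active = z-score above 3 at 5 µM with at least 500 cells counted in the well; inconclusive = wells under 500 cells, flagged as cytotoxic or low count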
# T cell HTS – modulates CD8 T cell binding to vesicles; 2C CD8+ T cell-vesicle binding, flow cytometry; hits give low values; calls only at 7 µM; actives 0.068% (n = 330,000); AID 2052;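 active = response, share of CD8 T cells binding vesicles, and their 90th percentile fluorescence all below set limits, cut at about 80% in these data, passing the limit was not always enough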
#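 material = purified 2C TCR transgenic mouse naive CD8+ T cells | controls = Unloaded micro-vesicles (low), QL9 vesicles with 0.7% DMSO (high) | detection = cytometric PE anti-B7-1 and Alexa647 anti-CD8 signals after 1% paraformaldehyde fixation | incubation = binding step 1.5 h, 37 °C, antibody labelling 20 min, ice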
# MT stabilize HCS – microtubule stabilization, imaging screen; HeLa tubulin immunostaining HCS, 24 h; share of cells brighter than vehicle mean+2SD; % tubulin-high responders, % at 10 µM; actives 0.83% (n = 200,000); AID 2205;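 active = plate Z-score above 3 for both tubulin-high and condensed-nucleus cell shares, with cell loss under 80%, at 10 µM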;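 also: anti alpha tubulin signal scored within the nucleus-defined area of each cell; some results filed as inactive read as strong as hits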
# Lipid droplet – hepatic lipid droplet formation modulation; AML12 mouse hepatocytes, oleate lipid droplets, BODIPY imaging; inhibition, % at 6.5 µM; actives 0.4% (n = 240,000);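 active = lipid droplet intensity inhibited by at least 50%, with more than 500 cells counted; inconclusive = wells with under 300 cells, treated as cytotoxic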
#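 Technique: fluorescence imaging, 20x objective, two fields per well / Assay system: AML12 hepatocytes (mouse) / Measure: % inhibition of lipid droplet signal / Doses: 6.5 µM single-point dosing / Incubation: overnight exposure / Reagent: 100 µM oleic acid challenge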
# PMI inhibitors – inhibitors of human PMI, primary screen, biochemical, fluorescence intensity, coupled assay (AID 1209). purified PMI enzyme, coupled fluorescence intensity; higher % means a stronger effect. actives 0.42% (n = 190,000). one-dose inhibition, % at 20 µM; IC50 in µM for titrated hits; in the data active = inhibition above about 50%;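 also: plate controls were DMSO vehicle for no effect and wells lacking substrate for full effect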
# Dynein cargo inh cytoplasmic EGFP – further read-out of Dynein cargo inh, marked with its call; z-score; measured here: cytoplasmic GR-EGFP intensity; hits give high values
# Dynein cargo inh nuclear GR-EGFP – second read-out of Dynein cargo inh, no call of its own (marks repeat the call); z-score; measured here: nuclear GR-EGFP intensity;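 lower value marks the stronger effect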
# Dynein cargo inh cell count – also measured in Dynein cargo inh; calls as there; z-score; measured here: cell count per field
# Ins promoter up cell count – recorded beside Ins promoter up, whose call it bears; cell count; measured here: cytotoxicity, nuclei count;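 total cells summed across four imaged fields per well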
# Lipid droplet cells 6.5 µM – further read-out of Lipid droplet, marked with its call; cell count; measured here: cell count, cytotoxicity flag;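 cells counted across two imaged fields per well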
# bCat nuc transl cell count 5 µM – also measured in bCat nuc transl; calls as there; cell count; measured here: cell count, cytotoxicity flag
# T cell HTS vesicle-bound % – also measured in T cell HTS; calls as there; double positive events, %; measured here: CD8+ vesicle-bound cell fraction;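 binding gate set so that unloaded-vesicle control wells show 10% double positive cells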
# MT stabilize HCS Hoechst-high % – further read-out of MT stabilize HCS, marked with its call; % Hoechst-high responders; measured here: nuclear condensation Hoechst responders;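 share of cells brighter than vehicle mean plus two SD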
# MT stabilize HCS cytotoxicity % – second read-out of MT stabilize HCS, no call of its own (marks repeat the call); toxicity, %; measured here: cytotoxicity by cell density;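 0% = mean cell density of plate MIN control wells and 100% = no cells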
# Myeloid diff 2 GFP+ MAC1+ % – recorded beside Myeloid diff 2, whose call it bears; GFP+ MAC1+ double positive, %; measured here: differentiation confirmed by MAC1 staining
# The depositor's hits bear a star; i = inactive; ? = inconclusive; / = not tested or not shown; + = active, no number.
# Below each SMILES – bCat nuc transl cell count 5 µM	Lipid droplet	PMI inhibitors	Lipid droplet cells 6.5 µM	bCat nuc transl	Ins promoter up cell count	TNAP activators	Ins promoter up	Dynein cargo inh cytoplasmic EGFP	T cell HTS vesicle-bound %	Dynein cargo inh nuclear GR-EGFP	MT stabilize HCS cytotoxicity %	Dynein cargo inh cell count	Dynein cargo inh	T cell HTS	MT stabilize HCS	Myeloid diff 2	Myeloid diff 2 GFP+ MAC1+ %	MT stabilize HCS Hoechst-high %
O=C(O)c1ccc(NS(=O)(=O)c2ccc3nnn(O)c3c2)cc1
 : 1286	1.0	8.5%	747	-2.4	/	1.1	/	-0.194	10.8	0.947	5.3	0.111	0.343	i	1.0	i	0.8	1.2
COC1(OC)C(/C=C/c2ccc(Cl)cc2)C(C#N)(C#N)C1(OC)OC (stereo not drawn)
 : /	-5.9	-9.3%	728	/	/	1.1	/	-0.0291	42.3	-0.62	0.7	0.867	-0.947	i	4.6	i	0.1	2.1
O=C(CN1CCN(C(=O)c2cccs2)CC1)NC1CCCCC1
 : 1215	/	-3.5%	/	-5.6	1220	1.1	0.91	-0.155	37.6	-0.149	6.9	0.692	-0.841	i	3.5	i	0.5	2.0
CCOC(=O)Cn1cc(C(=O)OC)c2ccccc21
 : 1103	/	-0.4%	/	-1.1	1309	1.1	-0.16	-0.207	21.9	-0.0838	2.3	0.623	-0.318	i	2.6	i	1.0	1.8
Cc1ccc2oc(=O)n(CCCOc3ccccc3)c2c1
 : 955	/	-3.8%	/	-3.0	/	1.1	/	-0.18	9.0	1.07	10.4	-1.08	1.29	i	2.3	i	1.1	3.2
Cc1ccc(NC(=S)NCc2ccc3c(c2)OCO3)cc1C
 : 1026	-3.6	19.7%	693	-1.2	1302	1.2	0.32	-0.317	41.6	-0.572	7.0	1.04	-0.612	i	2.9	i	0.8	2.8
Cc1ccc(N(CC(=O)N2CCN(c3ccc(F)cc3)CC2)S(=O)(=O)c2c(C)nn(C)c2C)cc1
 : /	/	8.8%	/	/	1026	1	0.54	-0.22	18.9	-0.474	10.0	0.406	-1.01	i	3.5	i	2.0	3.3
Cc1ccc(CC2CC(=O)N(CCc3ccc4c(c3)OCO4)C2=O)cc1 (stereo not drawn)
 : 961	/	-15.2%	/	-6.0	1543	1.1	-0.98	-0.184	31.1	0.112	12.4	0.506	-0.138	i	1.2	/	/	1.9
CCn1ncc(/C=N/N=C2\CCC3C4CCc5cc(O)ccc5C4CCC23C)c1C (stereo not drawn)
 : 1151	10.4	9.0%	762	-1.8	911	1.1	-0.74	-0.233	53.3	0.125	9.9	0.741	-0.176	i	0.8	i	2.1	1.1
C=CCCCCCCCCC(=O)Nc1ncccn1
 : 1263	-2.3	/	754	0.5	1074	/	-0.21	-0.235	23.6	0.0689	/	-0.0685	-0.0305	i	/	i	0.3	/
CCc1nnc(NC(=O)CSc2ccc(-c3ccc(C)cc3)nn2)s1
 : 911	-18.4	-4.9%	642	0.9	1606	1.4	-0.14	-0.203	28.4	-0.111	13.1	1.03	-0.855	i	3.1	i	0.3	2.0
CS(=O)(=O)N1CCCC(C(=O)N2CCOCC2)C1 (stereo not drawn)
 : 1036	-7.2	7.7%	707	-0.5	1841	1.1	-0.35	-0.15	43.0	0.898	6.1	-0.435	0.625	i	2.7	i	1.1	2.7
COc1ccc(CN(CC2CCCO2)S(=O)(=O)c2ccc(-n3cnnn3)c(OC)c2)cc1 (stereo not drawn)
 : 983	-4.2	14.8%	688	-1.0	1459	1.1	1.14	-0.138	49.3	0.241	5.8	-0.268	-0.464	i	2.5	i	0.4	2.1
CCN(CC)C(=O)C(=O)c1cn(CC(=O)NCc2ccc3c(c2)OCO3)c2ccccc12
 : 1103	0.9	-1.1%	753	0.2	1613	1.2	0.41	-0.297	63.8	0.473	7.7	0.852	-0.519	i	3.5	i	0.6	2.9
O=C(Nc1nc2ccccc2[nH]1)c1ccccc1[N+](=O)[O-]
 : 1070	2.5	12.6%	702	-0.3	1355	1.2	-0.1	-0.177	2.1*	0.246	7.2	-0.816	1.36	+	2.6	i	0.3	2.0
CC1CCCC/C1=N/Nc1ccc([N+](=O)[O-])cc1[N+](=O)[O-] (stereo not drawn)
 : /	0.3	4.2%	788	/	792	0.8	1	0.215	42.6	0.964	2.7	-2.9	1.99	i	3.8	i	0.4	2.6
O=C(Cc1cccs1)N/N=C/c1ccccc1
 : 1320	13.9	/	742	0.1	/	/	/	-0.282	32.0	0.499	/	-0.311	-0.285	i	/	i	0.5	/
CC(C)(C)OC(=O)COc1cc(OCC(=O)OC(C)(C)C)c2c(=O)cc(-c3ccccc3)oc2c1
 : /	/	15.1%	/	/	559	1	0.39	-0.175	22.2	0.305	6.5	-0.149	0.204	i	1.7	i	0.6	1.0
CCN(CC)S(=O)(=O)c1ccc(OC)c(NC(=O)Cn2cnc3c2c(=O)n(C)c(=O)n3C)c1
 : 1521	9.6	2.2%	699	1.5	1450	1.1	-0.69	-0.197	23.6	0.458	1.6	-0.257	0.283	i	3.1	i	1.5	1.9
CCCSc1ccc(C(=O)Nc2ccc(Cl)cc2)cn1
 : 1082	-21.7	-3.2%	487	0.1	1618	1.1	-0.38	-0.301	47.5	0.466	5.6	0.159	-0.22	i	5.6	i	0.7	3.2
CC1CCN(S(=O)(=O)c2ccc(NC(=O)CSc3ncccc3C(=O)O)cc2)CC1
 : 1141	13.6	6.6%	779	-2.8	922	1.1	-0.24	-0.262	18.6	0.738	7.3	0.051	-0.175	i	3.9	i	1.6	2.2
CCOC(=O)Cc1csc(NC(=O)c2sc3nc4ccc(CC)cc4cc3c2N)n1
 : /	/	-26.7%	/	/	/	0.9	/	0.118	35.6	-0.51	5.3	0.417	-0.0524	i	1.7	i	17.9	1.0
COc1ccc(/C=C/C(=O)NCC(=O)n2nc(C)cc2C)cc1
 : 1351	18.1	/	694	-1.0	1156	/	0.03	-0.198	19.4	0.454	/	-0.58	0.793	i	/	i	0.3	/
O=C(OCCN=C1NS(=O)(=O)c2ccccc21)c1ccco1
 : 1122	10.5	6.4%	705	-1.5	1248	1.1	0.39	-0.201	43.3	-0.351	8.4	0.661	-0.88	i	2.2	i	0.2	1.7
O=c1c2ccccc2nc2n1CCCCC2
 : 938	/	-5.9%	/	-1.1	1518	1.1	-0.29	-0.193	35.3	0.269	6.8	0.356	-0.156	i	4.5	i	0.2	3.0
O=C(NC(c1ccccc1)c1ccccc1)c1ccc(=O)[nH]n1
 : 1074	9.6	6.8%	667	-2.0	1537	1.1	-1.36	-0.171	20.5	0.115	5.0	0.167	0.239	i	2.4	i	0.0	1.4
COc1ccc(C(=O)COC(=O)CNC(=O)c2cc(OC)cc(OC)c2)cc1
 : 975	2.5	8.0%	616	0.4	/	1.2	/	0.0154	54.4	-0.0988	1.0	-0.33	-0.0392	i	2.8	i	0.3	2.9
CCCCN(CCCC)CC(O)CN(c1cc([N+](=O)[O-])ccc1OC)S(=O)(=O)c1ccccc1 (stereo not drawn)
 : 1106	-29.7	3.5%	665	-2.3	1388	1.1	-0.64	-0.203	49.4	0.123	5.2	-0.451	0.73	i	5.2	i	1.3	2.1
CCCCOc1ccc(CSc2ncn[nH]2)cc1
 : 1252	16.9	9.9%	755	-2.7	1223	1	-0.75	-0.108	31.7	0.372	5.7	-0.555	0.239	i	2.2	i	0.5	2.5
S=C(NCCc1ccncc1)Nc1ccccc1
 : 1518	5.4	-6.6%	740	0.1	1420	1.1	0.1	-0.296	47.8	0.198	7.8	0.288	-0.282	i	5.2	i	0.5	3.0
CCCc1[nH]nc2c1C(c1ccc(Br)s1)C(C#N)=C(N)O2 (stereo not drawn)
 : /	-22.3	9.0%	763	/	/	1	?	0.0603	50.3	2.48	5.1	-2.4	4.45	i	3.0	i	0.5	1.6
O=C(CSc1nnnn1-c1ccccc1)NCc1ccco1
 : 1231	0.4	-29.8%	734	-2.5	1237	1.1	0.22	-0.205	23.7	-0.242	1.7	0.639	-0.177	i	2.6	i	0.5	1.2
c1ccc(-c2cccs2)nc1
 : 968	0.7	/	582	5.8	1385	/	0.07	-0.242	18.8	-0.104	/	0.0751	-0.00269	i	/	i	0.7	/
O=S(=O)(NCC1CCN(S(=O)(=O)c2ccccc2)CC1)c1ccccc1
 : /	-7.1	14.2%	727	/	1166	1.1	0.8	-0.242	23.6	-0.382	5.2	-0.575	-0.898	i	2.6	i	0.5	1.1
